High-throughput results deposited in PubChem by National Center for Advancing Translational Sciences (NCATS).
POLH inh = inhibitors of human DNA polymerase eta; AID 588591; recombinant Pol eta, fluorescent DNA replication assay; actives 1.2% (n = 390,000); Potency, µM (titrated, usually from 114 µM), for the others: at the top dose activity change, negative = inhibition, hits mostly inhibitors; also: potency is read from the fitted curve at half-maximal effect; % is scaled to controls: 0 for no effect and ±100 for the full control effect
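Pol eta at 10 nM preincubated with compounds 15 min at room temperature; reaction started with fluorescent substrate (50 nM final) and read kinetically at 0 and 10 min.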
Pol iota inh = inhibitors of human DNA polymerase iota | actives 1% (n = 390,000) | Pol iota fluorescent replication assay, 10 min | AID 588590 | Potency, µM (doses to about 115 µM), without a hit: at the highest dose activity, negative = inhibition, usual class: inhibitors | Q9UNA4; also: potency is read from the fitted curve at half-maximal effect
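Fluorescent replication assay read twice, at 0 min and 10 min after adding 50 nM (final) substrate. Enzyme (10 nM) and compounds were first incubated 15 min at room temperature; enzyme-free buffer wells were negative controls.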
APEX1 inh = blocks human APE1 abasic DNA cleavage; recombinant APE1, TAMRA/BHQ-2 abasic DNA cleavage fluorescence; Potency, µM (doses to about 65.8 µM), without a hit: at the top dose activity change, negative = inhibition, usual class: inhibitors; actives 0.35% (n = 350,000);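 also: potency is read from the fitted curve at half-maximal effect; plate controls were vehicle for no effect and reference inhibitor for full effect; nearly all actives have a fitted effect of over 55% in size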
Target sequence (P27695 whole entry, looked up): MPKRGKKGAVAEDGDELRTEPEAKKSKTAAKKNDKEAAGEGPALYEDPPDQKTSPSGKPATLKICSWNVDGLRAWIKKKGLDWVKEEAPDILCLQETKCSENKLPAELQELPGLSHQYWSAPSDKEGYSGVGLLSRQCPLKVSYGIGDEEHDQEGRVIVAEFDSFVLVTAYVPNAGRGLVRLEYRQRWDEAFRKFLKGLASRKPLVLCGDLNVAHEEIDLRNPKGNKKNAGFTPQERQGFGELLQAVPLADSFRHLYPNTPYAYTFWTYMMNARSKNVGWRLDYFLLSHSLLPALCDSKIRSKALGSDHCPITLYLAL
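Quantitative HTS: incision of a TAMRA/BHQ-2 double-stranded substrate bearing a tetrahydrofuran abasic site by 0.75 nM APE1 raises fluorescence. Substrate 50 nM final, added after 15 min compound preincubation at room temperature; progress as third-minus-first kinetic read difference.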
Apoferritin bind = binds horse apoferritin like a general anesthetic; Potency, µM (doses to about 77.5 µM), inactives show at the top dose activity change, negative = displacement, usual class: inhibitors; actives 0.074% (n = 350,000); P02791; apoferritin/1-aminoanthracene competitive binding, fluorescence; also: potency is read from the fitted curve at half-maximal effect; % is scaled to controls: 0 for no effect and ±100 for the full control effect; nearly all actives have a fitted effect of over 20% in size
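Read-out: endpoint 1-AMA fluorescence, excitation 380 nm and emission 535 nm, after compounds sit 10 min at room temperature with 10 uM horse-spleen apoferritin in 50% saturated 1-AMA/PBS. Values come from four-parameter Hill fits.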
POLK inh = blocks human DNA polymerase kappa activity; Q9UBT6; purified Pol kappa, fluorescent DNA synthesis assay, 10 min; Potency, µM (series often up to 107 µM), without a hit: at the highest dose activity, negative = inhibition, hits mostly inhibitors; actives 0.53% (n = 400,000); AID 588579; also: potency is read from the fitted curve at half-maximal effect; % is scaled to controls: 0 for no effect and ±100 for the full control effect
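Kinetic fluorescence screen: compound preincubated 15 min RT with 10 nM enzyme; 50 nM substrate (final) initiates; reads at 0/10 min.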
POLB inh = inhibitors of human DNA polymerase beta; P06746; Pol beta primer extension/strand displacement, fluorescence kinetic; Potency, µM (highest dose often 114 µM), for the others: at the highest dose activity change, negative = inhibition, usual class: inhibitors; actives 1.3% (n = 340,000); AID 485314; also: potency is read from the fitted curve at half-maximal effect; % is scaled to controls: 0 for no effect and ±100 for the full control effect
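Curves were derived by four-parameter Hill fits of normalized qHTS data. The kinetic fluorescent primer-extension read was taken at 0 and 10 min after 50 nM substrate, following a 15 min room-temperature preincubation of 10 nM enzyme with compounds.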
RXFP1 antag = RXFP1 (human) relaxin receptor antagonism. activity change, negative = inhibition, % at 57.5 µM. HEK293-RXFP1, relaxin-stimulated cAMP HTRF, 30 min; stronger effect = lower value. actives 0.59% (n = 350,000). AID 1259400. Q9HBX9;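 active = activity change of -60% or lower, but not beyond a set lower limit; inconclusive = change between -60% and -40%, or beyond the set limit; inactive = change above -40%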; also: % is scaled to controls: 0 for no effect and ±100 for the full control effect
Target sequence (Q9HBX9 whole entry, looked up): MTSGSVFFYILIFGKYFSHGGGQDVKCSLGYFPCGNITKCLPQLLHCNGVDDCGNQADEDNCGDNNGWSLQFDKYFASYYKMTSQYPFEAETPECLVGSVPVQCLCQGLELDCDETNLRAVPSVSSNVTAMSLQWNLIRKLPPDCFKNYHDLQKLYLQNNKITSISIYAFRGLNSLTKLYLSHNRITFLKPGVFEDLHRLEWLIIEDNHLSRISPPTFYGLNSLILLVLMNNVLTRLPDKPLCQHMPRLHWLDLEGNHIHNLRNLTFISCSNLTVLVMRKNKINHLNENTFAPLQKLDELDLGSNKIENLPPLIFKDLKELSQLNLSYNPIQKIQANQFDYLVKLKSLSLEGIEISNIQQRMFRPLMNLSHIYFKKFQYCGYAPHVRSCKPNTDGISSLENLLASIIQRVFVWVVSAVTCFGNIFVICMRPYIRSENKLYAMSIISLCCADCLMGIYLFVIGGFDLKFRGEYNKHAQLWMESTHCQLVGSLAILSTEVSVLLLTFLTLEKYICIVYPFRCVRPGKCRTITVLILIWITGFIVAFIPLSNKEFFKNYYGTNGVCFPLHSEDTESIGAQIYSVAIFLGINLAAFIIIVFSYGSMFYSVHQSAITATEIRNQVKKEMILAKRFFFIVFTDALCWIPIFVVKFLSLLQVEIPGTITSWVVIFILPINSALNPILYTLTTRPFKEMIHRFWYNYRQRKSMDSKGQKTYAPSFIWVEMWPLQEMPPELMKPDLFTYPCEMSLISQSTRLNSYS
BLM inh = Bloom syndrome helicase (human) inhibition; actives 0.2% (n = 350,000); AID 2528; recombinant BLM DNA unwinding, fluorescence dequenching; Potency, µM (titrated, usually from 56.1 µM), for the others: at the highest dose activity change, negative = inhibition, most hits filed as inhibitors;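 also: potency is read from the fitted curve at half-maximal effect; plate controls were vehicle for no effect and no enzyme for full effect; nearly all actives have a fitted effect of over 35% in size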
PGK inhibitor = inhibitors of T. brucei phosphoglycerate kinase | P07378 | PGK/GAPDH coupled, Kinase-Glo luminescence, 60 min | AID 602233 | Potency, µM (highest dose often 57.5 µM), for inactives: top-dose activity change, negative = inhibition, most hits filed as inhibitors | actives 0.043% (n = 380,000); also: potency is read from the fitted curve at half-maximal effect; % is scaled to controls: 0 for no effect and ±100 for the full control effect; nearly all actives have a fitted effect of over 60% in size
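Luminescent ATP detection (Kinase-Glo Plus) follows a 60-minute room-temperature incubation, with wells lacking PGK as controls. Buffer: 100 mM TEA (pH 7.6), 5 mM MgCl2, 0.01% Tween-20. Coupling enzyme GAPDH (100 nM final) supplies unstable 1,3-BPG in-well.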
The depositor's hits bear a star; i = inactive; ? = inconclusive; nt = no result given; & = joins results of further samples; [ ] = remark or other dose. Unless noted, calls follow the shape of the dose curve; as a rule, active = well fitted curve in the direction sought with a large enough effect; inconclusive = small, poorly fitted or top-dose-only effect, or another doubt; inactive = no such curve, though single readings can be large; an effect the other way counts as inactive or inconclusive. This is a subset, so the mix of outcomes need not match the whole.

SMILES	POLH inh	Pol iota inh	APEX1 inh	Apoferritin bind	POLK inh	POLB inh	RXFP1 antag	BLM inh	PGK inhibitor
CCOC(=O)C1=C(CNCc2ccc(C)cc2)NC(=O)NC1c1cc(C)ccc1C (stereo not given)	-23%	0%	-3%	-4%	-12%	-2%	11	-8%	-10%
CC(C)(C)c1ccc(C(=O)c2c[nH]c(C(=O)NCc3cccs3)c2)cc1	?	-15%	2%	-8%	-12%	?	-24	-10%	0%
CC1(C)CC(NC(=O)CC(c2ccccc2)c2ccccc2)CC(C)(C)N1	1%	-3%	1%	-19%	-3%	7%	6	-1%	2%
Cc1ccc2occ(-c3cc(-c4ccccc4)nc4c3COc3ccccc3-4)c(=O)c2c1	-20%	-5%	nt	-16%	-3%	0%	nt	-4%	3%
Cc1occc1C(=O)NNC(=O)c1ccc(S(=O)(=O)N(C)C)cc1	-13%	-8%	-17%	nt	-14%	nt	-4	nt	-7%
CCOc1ccc(CNC(=O)c2cnc3sc(N(CC)CC)nn3c2=O)cc1	-11%	14%	nt	-6%	-14%	-16%	-14	-1%	-10%
CCOc1ccc(C(=O)CCN2CCCCCC2)cc1	3%	?	3%	-14%	-10%	-18%	-14	1%	1%
C=CCN(c1ccc(C(=O)Nc2ccc(C)cc2)cc1)S(C)(=O)=O	-5%	25%	-9%	-4%	-4%	31%	-4	-3%	-4%
O=C(NNC(=O)c1cc2c(s1)CCCC2)c1ccccc1	-17%	10%	0%	-19%	0%	-2%	3	-16%	nt
N#Cc1ccc(S(=O)(=O)Nc2ccccc2N2CCOCC2)cc1	-14%	7%	-8%	nt	-9%	nt	-8	nt	3%
CCC(C)NC(=O)CSc1nc2c(sc(=S)n2Cc2ccco2)c(=O)n1-c1ccccc1 (stereo not given)	-18%	11%	13%	-15%	-2%	15%	7	0%	8%
COCCn1c(C)cc(C(=O)CN2CCCCC2)c1C	-13%	2%	-4%	5%	2%	3%	-11	-5%	4%
CCCS(=O)(=O)c1c(S(=O)(=O)CCC)c2cc(C(C)(C)C)ccn2c1C(=O)c1ccc(OC)c(OC)c1	3%	-2%	nt	47%[activator]	11%	0%	-9	-11%	-14%
CCc1ccccc1NC(=O)N1CCc2cc(OC)c(OC)cc2C1CC(=O)OC (stereo not given)	-15%	4%	nt	50%[activator]	-11%[60.1 µM]	4%	16	0%	6%
COc1cc2ccc(=O)oc2c(O[C@@H]2O[C@H](CO)[C@@H](O)[C@H](O)[C@H]2O)c1O	?	33%&11%[activator]	-3%&11%	nt	-6%&8%	16%	2	1%	7%
Cc1ccc(-c2nn(CC(=O)NC3CCCCC3)c3c2cnc2ccc(F)cc23)cc1C	-7%	-19%	nt	-10%	6%	1%	-3	-2%	1%
CCOc1ccccc1C(O)C1=CC(=O)c2ccccc2C1=O (stereo not given)	3.2µM*	6.3µM*	nt	nt	?	nt	-39	nt	-8%
Cc1ccccc1OC(=O)c1cccnc1	-17%	24%	15%	-18%	4%	-15%	2	-6%	-7%
CC(C)N(Cc1nc(-c2ccc(Cl)cc2)no1)C(=O)c1cccs1	-10%	11%	-9%	-6%	-24%	-2%	3	-7%	0%
Cc1ccc(S(=O)(=O)Nc2c(C)[nH]c(=O)[nH]c2=O)cc1C	-8%	-8%	0%	-3%	-9%	?	-8	2%	-4%
O=C(NNC1=NC2(CCCC2)Cc2ccccc21)c1cccnc1	-10%	17%	12%	-3%	-1%	55%	1	-2%	-4%
O=C(CCS(=O)(=O)c1nc(-c2ccc3c(c2)OCO3)cc(C(F)(F)F)n1)Nc1ccc(F)cc1F	-25%	?	nt	-3%	-16%	5%	-25	-6%	-8%
Fc1ccc(OCc2nnc(-c3ccccc3Br)o2)c(Cl)c1	-28%	19%	8%	-19%	-2%	-11%	-5	-6%	3%
CCOC(=O)c1c(N)ssc1=S	-1%	-4%	-2%&-7%	5%&-4%	-8%[60.1 µM]	1%&2%	29	0%&-3%	5%
O=C1C2CC=CCC2C(=O)N1Cc1nnc(-c2ccccc2Br)o1 (stereo not given)	-2%	-16%	-5%	-12%	-8%	?	-10	-7%	-8%
CC(C)(C)NC(=O)NC(=O)CSc1ccc(S(=O)(=O)N2CCCCC2)cn1	-18%	16%	10%	nt	9%	nt	?	nt	-4%
Cc1cc(C)cc(C(=O)N2CCN(c3ccccn3)CC2)c1	-13%	-9%	11%	-8%	6%	2%	-3	0%	-9%
O=C1C2C3C=CC([C@@H]2C(=O)N1c1nccs1)C31CC1 (stereo not given in full)	-9%	13%	0%	-10%	-3%	-17%	-2	1%	-3%
COc1cc(NC(=O)C/C(C)=N/NC(=O)C(=O)NCCO)c(OC)cc1Cl	-7%	35%[activator]	0%	-2%	-4%	9%	-1	4%	-2%
CC(C)N(Cc1ccccc1)C(=O)COC(=O)c1c(F)cccc1F	-21%	68%[activator]	11%	nt	-3%	nt	2	nt	2%
Cc1ccc2onc(CC(=O)N3CCN(c4ccccc4)CC3)c2c1	-13%	-3%	nt	-7%	-14%	10%	-4	-9%	i
Cc1ccc(Nc2c(-c3ccc(N4CCOCC4)cc3)nc3cnccn23)cc1	-21%	11%	-3%	-5%	-6%	15%	9	-2%	i
CC1(C)CC2CC(C)(CN2C(=O)COC(=O)c2cccnc2Cl)C1 (stereo not given)	-9%	9%	15%	nt	12%	nt	0	nt	-1%
C=CCn1c(COc2ccc(F)cc2)nnc1SCC(=O)NC(=O)NCc1ccco1	?	50µM*	?	-11%	?	25µM*	8	-29%	-8%
CC(C)(C)c1ccc(NC(=O)COC(=O)c2ccc3ncsc3c2)cc1	-13%	-5%	14%	nt	-19%	nt	-4	nt	-1%
Cc1ccc(S(=O)(=O)NCc2ccco2)cc1C	-7%	17%	-4%	?	3%[60.1 µM]	-10%	-7	0%	-9%
CCCCN1C(=O)CC(N2CCOCC2)C1=O (stereo not given)	-11%	-17%	-5%	-5%	9%	-18%	1	-3%	i
O=[N+]([O-])c1cccnc1Sc1ccccc1Cl	?	50%[activator]	nt	nt	3%	nt	-16	nt	i
Cn1nccc1C(=O)NC1CCCc2c1cnn2-c1cc(F)cc(F)c1 (stereo not given)	4%	-6%	-8%	-7%	-9%	-2%	40	-4%	4%
CC(C)Oc1ccc(Cl)cc1Nc1nc(NCCO)nc(N2CCCC2)n1	-28%	-6%	nt	nt	-1%	nt	nt	nt	-1%
CCN(CC)S(=O)(=O)c1cccc(C(=O)NCC2(N3CCOCC3)CCCCC2)c1	-5%	13%	-1%	nt	-6%	nt	-13	nt	5%
O=C(Cn1cc(C(F)(F)F)ccc1=O)Nc1ccc(N2CCOCC2)cc1	-26%	95%[activator]	-9%	-2%	0%	-5%	-13	-1%	4%
CC(C)(CO)Cc1cc(C(C)(C)C)c(O)c(C(C)(C)C)c1	-17%	-24%	-16%&25%&-4%	nt	?	-2%[57.1 µM]	nt	-18%	-3%
O=C(C(Cc1ccccc1)n1cccc1)N1CCN(c2cccc(Cl)c2)CC1 (stereo not given)	-22%	12%	-6%	64%[activator]	4%	-1%	-6	-10%	0%
CC(C)(C)c1ccc(-c2nnc(SCC(=O)Nc3sc4c(c3C#N)CCCC4)o2)cc1	-26%	-8%	0%	-22%	-11%	-4%	-21	-6%	3%
CC1(C(=O)N/N=C/c2ccccc2)CC1(Br)Br (stereo not given)	4%	84%[activator]	-5%	?	-1%	-5%	-21	-4%	-8%
CCCC(=O)c1c[nH]c(C(=O)NCCc2ccccn2)c1	-20%	12%	14%	-5%	-2%	28%	-4	-1%	-6%
CC(=O)N1C[C@H]2CON(C)[C@H]2C[C@H]1c1cccc(-c2ccccc2)c1	2%	8%	nt	nt	7%	nt	nt	nt	-6%
CC(=O)Nc1ccc(OCC(O)Cn2nc(C)c(C)c2C)cc1 (stereo not given)	1%	122%[activator]	1%	-9%	-8%	10%	0	-3%	-9%
Cc1ccc(NC(=O)CN(C)C(=O)c2ccc(OCc3cn4ccccc4n3)cc2)cc1	-14%	?	-5%	nt	-38%	nt	2	nt	6%

Next section
SMILES	POLH inh	Pol iota inh	APEX1 inh	Apoferritin bind	POLK inh	POLB inh	RXFP1 antag	BLM inh	PGK inhibitor
O=C(Nc1ccc(O)c(-c2nc3ccccc3o2)c1)c1ccc(-c2cccc(Cl)c2)o1	-11%	11%	nt	25%	7%	-17%	1	-2%	i
C/C(Cn1nnc([N+](=O)[O-])n1)=N\NC(=O)c1ccccc1Cl	-2%	0%	-4%	-8%	-4%	-2%	2	2%	i
O=C(c1ccccc1)N(C(=O)c1ccccc1)c1ncnc2c1C(c1ccccc1)c1c(ccc3ccccc13)O2 (stereo not given)	-12%	-7%	33%	nt	15%	nt	nt	nt	-2%
O=C(COc1ccc(Cl)cc1)Nc1nnc(-c2ccc3c(c2)CCCC3)o1	-16%	15%	1%	-2%	6%	-2%	nt	-7%	-1%
CCOc1ccc(CNC(=O)c2cnc(SC)nc2C)cc1	-7%	-6%	nt	-5%	2%	-7%	0	-2%	-8%
CCc1nc(SCC(=O)Nc2nnc(CC(C)C)s2)n[nH]1	-16%	42%[activator]	-3%	-9%	-31%	2%	13	-7%	-6%
Cc1nc2cc(-c3cccc(F)c3)nn2c(C)c1CCC(=O)NC(C)c1ccccc1 (stereo not given)	-6%	1%	nt	-3%	-11%	21%	nt	0%	5%
